Bioassay records as filed in PubChem BioAssay.
ADAM17 inh: ADAM17 inhibitors, primary screen, biochemical, QFRET; Disintegrin and metalloproteinase domain-containing protein 17 (Homo sapiens), P78536; recombinant ADAM17, EDANS/DABCYL FRET peptide cleavage; inhibition, % at 6.95 µM; 370,000 tested, 0.83% active; AID 720648, 2013;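 active = inhibition above the mean of compounds lying between control limits plus 3 SD, set per campaign, cut at about 8.5% in these data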;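 note: 0% = DMSO-only wells as the low control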
Target sequence (P78536 215-824 limits assumed): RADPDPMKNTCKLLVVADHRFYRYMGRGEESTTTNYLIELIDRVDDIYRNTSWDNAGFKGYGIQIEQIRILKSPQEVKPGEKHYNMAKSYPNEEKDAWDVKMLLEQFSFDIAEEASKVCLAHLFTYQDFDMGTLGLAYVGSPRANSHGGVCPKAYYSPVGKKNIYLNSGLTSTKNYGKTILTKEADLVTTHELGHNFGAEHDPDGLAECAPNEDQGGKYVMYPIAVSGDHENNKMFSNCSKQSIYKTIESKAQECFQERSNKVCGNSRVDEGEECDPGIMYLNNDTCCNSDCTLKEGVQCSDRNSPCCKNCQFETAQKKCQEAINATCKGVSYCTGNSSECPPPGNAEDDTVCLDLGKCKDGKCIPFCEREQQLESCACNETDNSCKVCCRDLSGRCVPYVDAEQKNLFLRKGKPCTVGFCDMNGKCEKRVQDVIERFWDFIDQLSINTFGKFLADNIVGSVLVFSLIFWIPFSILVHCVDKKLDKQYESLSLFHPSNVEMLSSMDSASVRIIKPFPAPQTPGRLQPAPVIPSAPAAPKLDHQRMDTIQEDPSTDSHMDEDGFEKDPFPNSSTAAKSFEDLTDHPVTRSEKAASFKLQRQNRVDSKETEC
hgDAF12 agonist: H. glycines DAF-12 receptor agonists, primary screen, cell-based, luminescence, HEK293, GAL4 fusion, UAS-luciferase; HEK293 GAL4-hgDAF12 UAS-luciferase reporter, agonist luminescence; normalized to butyrate control; AID 687014, 2013; activation, % at 6.8 µM; Nuclear hormone receptor DAF-12 (Heterodera glycines), GAL4 fusion; 370,000 tested, 1.8% active;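 active = activation above a cutoff set at the mean of all screened compounds plus 3 SD, cut at about 10% in these data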;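 note: 0% = DMSO wells and 100% = sodium butyrate wells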
DAX1 inh-1: DAX1 (NR0B1) inhibitors, primary screen, cell-based, HEK293, Gal4-DAX1, luciferase luminescence; 340,000 tested, 0.99% active; inhibition, % at 6.75 µM; HEK293 Gal4-DAX1 luciferase reporter; AID 504766, 2011;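 active = inhibition above the mean over all tested compounds plus 3 SD, cut at about 4.2% in these data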;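 note: 0% = DAX1-transfected cells with DMSO and 100% = empty-vector control cells with DMSO; inhibition shows as a rise in luminescence from relieved DAX1 repression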
Target sequence (P51843 207-470 limits assumed): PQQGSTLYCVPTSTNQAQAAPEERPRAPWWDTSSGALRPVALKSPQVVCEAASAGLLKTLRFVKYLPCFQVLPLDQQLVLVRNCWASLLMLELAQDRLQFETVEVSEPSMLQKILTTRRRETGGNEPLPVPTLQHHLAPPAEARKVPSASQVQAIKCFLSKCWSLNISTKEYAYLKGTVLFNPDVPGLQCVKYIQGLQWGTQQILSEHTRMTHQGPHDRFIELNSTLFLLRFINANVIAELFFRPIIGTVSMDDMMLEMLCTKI
PG9 binder: binders of HIV-1 gp120 antibody PG9, primary screen, biochemical, TR-FRET; TR-FRET gp120-PG9 antibody binding; inhibition, % at 6.7 µM; 360,000 tested, 0.43% active; AID 624416, 2012; in the data active = inhibition above about 8.5%
ssDAF-12 act: S. stercoralis DAF-12 nuclear receptor activators, primary screen, cell-based, luminescence, HEK293, GRIP1 co-expression, lit1-tk-luc; HEK293 ssDAF-12/GRIP1 lit1-tk-luc reporter; % of 3 µM dafachronic acid response; AID 652126, 2013; activation, % at 6.8 µM; 370,000 tested, 1% active;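 active = activation above the mean over all tested compounds plus 3 SD, cut at about 0.9% in these data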;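 note: 0% = DMSO-only wells and 100% = 3 µM delta7-dafachronic acid wells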
NPR1 activator: GC-A stimulated cGMP production enhancers – HEK293 GC-A cells, cGMP TR-FRET, EC30 ANP, primary screen; Atrial natriuretic peptide receptor 1 (Homo sapiens), P16066; 0% at EC30 ANP, 100% saturating ANP; activation, % at 10 µM; 370,000 tested, 0.14% active; AID 1671463, 2021; in the data active = activation above about 40%
DAX1 inh-2: DAX1 (NR0B1) inhibitors on StAR promoter, primary screen, cell-based, luminescence, SF-1 (NR5A1), full-length DAX-1; HEK293T StAR-luciferase reporter, SF-1/DAX-1 repression relief; inhibition, % at 6.8 µM; 370,000 tested, 1.1% active; AID 652010, 2013;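 active = inhibition above the mean over all tested compounds plus 3 SD, cut at about 3.6% in these data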;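 note: 0% = DAX-1 cells with DMSO and 100% = cells lacking DAX-1 with DMSO; higher inhibition means more luminescence from relief of DAX-1 repression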
SMARCA2 activ: SMARCA2 (BRM) function activators, primary screen, cell-based, luminescence, high throughput; activation, % at 9.1 µM; 370,000 tested, 1% active; MG213 cells, MMTV-luciferase reporter, dexamethasone, overnight; AID 652017, 2013; in the data active = activation above about 7.8%;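 note: 0% = vehicle wells and 100% = reference activator wells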
hcDAF-12 act: H. contortus DAF-12 nuclear receptor activators, primary screen, cell-based, luminescence, HEK293, lit1-tk-luc reporter. activation, % at 6.8 µM. AID 652067, 2013. 370,000 tested, 1.4% active. HEK293 hcDAF-12 lit1-tk-luc reporter; 0% DMSO, 100% Δ7-dafachronic acid;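 active = activation above the mean of all tested compounds plus 3 SD, cut at about 5.5% in these data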;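 note: 100% = response to 3 µM Δ7-dafachronic acid high control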
ADAM10 inh: human ADAM10 inhibitors, primary screen, biochemical, QFRET, HTS; Disintegrin and metalloproteinase domain-containing protein 10 (Homo sapiens), O14672; recombinant ADAM10, EDANS/DABCYL FRET peptide cleavage, 3 h; inhibition, % at 7 µM; 370,000 tested, 0.62% active; AID 720582, 2013;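 active = inhibition above a per-campaign cutoff equal to the mean of compounds falling between control-based bounds plus 3 SD, cut at about 20% in these data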;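 note: 0% = DMSO wells while the 100% control is not disclosed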
GAA850 FXN act: FXN promoter activators, primary screen, cell-based, luciferase luminescence, HEK293 lucGAA850. HEK293 lucGAA850 FXN promoter luciferase reporter, 24 h; percent of 10 µM SAHA response. activation, % at 6 µM. 360,000 tested, 0.56% active. AID 540364, 2011;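 active = activation above the average of all compounds screened plus 3 SD, cutoff fixed separately per campaign, cut at about 7.5% in these data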;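 note: 0% = DMSO wells and 100% = 10 µM SAHA wells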
* = called active by the depositor; nt = no result given.

SMILES	ADAM17 inh	hgDAF12 agonist	DAX1 inh-1	PG9 binder	ssDAF-12 act	NPR1 activator	DAX1 inh-2	SMARCA2 activ	hcDAF-12 act	ADAM10 inh	GAA850 FXN act
Cc1snc(SCc2ccc(Cl)cc2)c1C#N	3	2.0	0.4	-2.0	-0.8	-12	-0.2	-3	-1.2	4	2.3
CC(=O)Nc1ccc(Oc2ccc([N+](=O)[O-])cc2Cl)cc1	0	-1.3	0.1	-0.2	-1.7	2	-0.6	-1	-2.8	0	2.2
CCOC(=O)c1cn(Cc2cccc(C)c2)nn1	2	1.1	0.7	0.6	-0.3	1	-0.1	2	-2.6	4	1.2
CCCCNC(=O)C1C(c2ccc(OC)cc2)=Nc2ccccc2N1C(=O)c1cccnc1 (configuration not stated)	-1	1.1	nt	-1.5	-0.7	-5	-0.4	3	-2.0	-3	nt
O=C(OCc1ccccc1Cl)c1cccnc1Cl	5	-0.9	1.2	-2.1	-1.6	4	-1.1	-2	-1.0	5	2.3
COc1ccc([C@H]2CC(=O)C[C@@H](CCn3cc(-c4nccn4C)nn3)O2)cc1	-4	-1.7	nt	0.9	-0.6	1	-0.3	-4	-1.3	-10	nt
O=C(NCCCN1CCOCC1)c1ccc(Cl)cc1[N+](=O)[O-]	-3	-0.2	4.6*	0.5	-1.4	-1	-0.1	2	-0.4	-4	0.4
COc1ccc(NC(=S)N2CCN(c3ccccn3)CC2)cc1OC	0	0.8	2.3	1.6	-0.1	1	-0.5	-3	-2.0	-11	-0.8
COc1ccc(NC(=O)c2cc(-c3ccc(F)cc3C)n[nH]2)cc1OC	4	-3.9	nt	0.9	-1.3	-4	1.7	-3	-3.2	-10	1.6
COc1ccc(S(=O)(=O)NC2CCCCCC2)c(OC)c1	-3	-1.6	0.1	1.0	-0.9	-4	-0.7	-3	-0.3	-8	0.9
CCN(CC)S(=O)(=O)c1ccc(NC(=S)NC(=O)CC(C)C)cc1	5	-1.1	-1.8	-0.4	-1.7	-2	-1.7	-3	-3.8	8	2.4
Cc1cc(OCC(=O)N2CCN(c3ccccc3)CC2)c2c(C)c(C)c(=O)oc2c1	-1	0.7	0.2	0.2	-0.8	-6	-0.3	-1	0.5	-11	-1.8
CN(Cc1ccccc1)C(=O)C1CCCN1S(=O)(=O)c1ccc(Cl)cc1 (configuration not stated)	-1	1.3	1.3	0.1	-1.8	-1	-2.2	-2	-0.5	-2	0.6
O=C(Nc1nnc(S(=O)(=O)N2CCOCC2)s1)c1ccccc1Cl	1	0.2	0.0	7.2	-1.2	0	1.3	-5	-0.8	-1	0.8
CN1CC(=O)N(CC(=O)Nc2cccc3ccccc23)C1=O	1	-0.8	-0.5	0.7	-1.0	-1	0.8	-3	-0.1	-8	0.5
CC1(C)Nc2ccccc2N(CCC(=O)N2CCOCC2)C1=O	-2	0.2	2.4	1.1	-1.1	0	0.5	0	-2.3	-3	1.2
Cc1ccccc1-n1c(SCC(=O)N2CCCCC2)nc(O)cc1=O	-3	-1.5	-0.1	-2.4	-0.7	-3	-1.4	-1	-0.4	-6	3.3
CCOc1ccc(N2C(=O)C(C)CNC2=S)cc1 (configuration not stated)	0	0.8	0.1	1.6	-1.0	0	-1.0	-1	-0.9	-15	-0.8
c1cncc(CNc2cccc(-c3nc4ccccc4[nH]3)c2)c1	-48	11*	-0.7	-1.2	-1.4	5	1.0	5	3.8	-200	8.5*
COC(=O)c1c(-c2ccc(OC)cc2)oc2ccc(-c3ccc(OC)nc3)cc12	-4	0.2	0.7	-2.3	-1.0	-5	0.0	-1	-1.8	-13	1.0
CCCCNC(=O)C1CCCN1C(=O)Nc1ccc2c(c1)OCO2 (configuration not stated)	0	8.4	nt	nt	-0.7	7	1.7	7	2.4	-2	nt
COC(=O)C1=CN(c2cc(C)cc(C)c2)C=C(C(=O)OC)C1c1cccc(F)c1	-10	-2.1	3.1	-0.7	-1.0	-7	0.8	3	-0.1	-28	-0.7
O=[N+]([O-])c1cc2c(cc1/C=N/Nc1nc(Nc3ccccc3)nc(N3CCCCC3)n1)OCO2	-1	2.0	0.2	-2.4	-1.2	2	0.1	0	-1.7	0	-2.3
COc1ccc(C(c2nnnn2CS(=O)(=O)c2ccc(C)cc2)N2CCN(Cc3ccccc3)CC2)cc1 (configuration not stated)	-1	-2.2	1.0	-1.5	-0.8	1	-0.1	-2	-0.5	13	-2.1
O=C(CC1C(=O)NCCN1CC1CCCCC1)NCCCN1CCOCC1 (configuration not stated)	-5	2.5	0.5	-1.4	0.0	0	-0.7	2	-0.2	-6	0.6
O=C(CCC1CCCN(C(=O)Cn2cnnn2)C1)NCc1ccccc1F (configuration not stated)	-5	2.9	-0.6	0.1	0.2	-2	0.3	-1	0.0	-10	0.9
COC(=O)COc1ccc2c(-c3ccc(OC)cc3)cc(=O)oc2c1	-2	-2.3	-1.1	-0.6	-1.2	61*	0.0	2	0.2	2	3.4
COc1ccc(C2C(C(=O)O)CCC(=O)N2c2ccc(C)cc2)cc1OC (configuration not stated)	-3	2.3	-0.5	0.9	-1.0	2	-0.2	0	0.0	-3	1.1
CN(C(=O)c1ccc(NC(=O)Cc2cccc(NC(=O)C3CCN(C(=O)C4CCCC4)CC3)c2)cc1)C1CC1	0	-0.4	0.0	0.6	-1.2	6	0.1	1	0.0	0	-0.8
CCOC(=O)/C(C#N)=C1/C=Nc2ccccc2N1	-3	0.1	-1.1	-3.8	-0.5	-1	0.0	4	0.3	-2	3.1
O=C(O)c1ccoc1CN1CCCCC1	-4	1.0	0.1	1.2	-1.0	0	0.2	-1	-0.6	-3	-1.1
COC(=O)c1cc(-c2cc(Cl)ccc2OC)c(=O)n2c1CCC2	-3	-3.8	nt	nt	-1.2	2	-0.2	-1	-3.2	-14	nt
CC(C)n1c(SCc2ccc(Cl)cc2)nc2c1c(=O)[nH]c(=O)n2C	-1	-0.2	-0.1	-0.8	-1.2	-4	0.4	2	-1.5	-4	5.5
CC(C)C(C(=O)NCc1ccco1)N(C(=O)CNS(=O)(=O)c1ccccc1)c1ccccc1 (configuration not stated)	2	-0.3	0.4	-4.0	-1.7	-3	-0.4	-4	0.2	-3	-0.1
COc1cc(Cl)cc(C(=O)O)c1OCC(=O)O	-5	0.4	3.0	-0.7	-1.2	-1	0.1	-3	-1.3	-6	0.9
Cc1cc(S(=O)(=O)N2CCCC2)ccc1OCC(=O)N1CCOCC1	-5	-0.8	0.3	-2.7	-1.7	5	0.4	4	-0.8	0	1.1
CC1(C)CC(CC(=O)NNc2nc(-c3ccccc3)cs2)C(=O)O1 (configuration not stated)	6	0.4	0.3	-1.5	-0.8	-1	-0.5	-3	0.0	-4	-0.3
Fc1cccc(CSc2ncnc3c2ncn3C2CCCCO2)c1 (configuration not stated)	-3	7.5	2.2	0.8	-0.8	4	2.5	1	-0.4	7	4.8
COc1ccc(-c2sc3ccccc3c2-c2ccc(OCCN3CCOCC3)cc2)cc1	-3	-1.0	1.3	0.0	-0.7	1	-1.4	-4	0.9	-7	0.5
COCCNC(=O)CSc1nc2sccc2c(=O)n1-c1ccccc1	-5	-2.3	1.3	0.1	-0.5	-3	-0.2	6	0.8	-5	0.0
COCC(=O)N1CCC(Oc2ccc(C(=O)N3CCCCC3COC)cc2)CC1 (configuration not stated)	-4	0.5	-0.3	-1.7	-1.8	2	0.0	0	0.0	3	1.0
CCCn1c(SCC(=O)NC2CCCC(C)C2C)n[nH]c1=O (configuration not stated)	2	-0.6	2.9	0.5	-1.0	2	0.0	2	-1.5	4	1.2
CC12CC3(C)CC(C)(C1)CC(C(=O)Nc1nn[nH]n1)(C2)C3	-2	0.2	-0.4	1.4	-1.3	2	0.9	-2	-1.5	-4	2.0
CC(C)NC(=S)N(C)C1(c2ccccc2Cl)CCCCC1=O (configuration not stated)	1	-1.9	-0.7	-2.6	-1.0	0	-0.1	2	-0.2	6	2.7
COc1ccccc1OCC(=O)Nc1ccc(O)cc1C(=O)O	-11	-2.3	1.6	0.8	-1.4	3	-0.5	0	-1.5	-9	-0.6
COc1ccc(CC(=O)Nc2ccccc2-c2ccccc2)cc1OC	-1	-1.5	1.6	-0.2	-1.1	-1	-0.5	-3	-3.0	1	0.1
O=C(NCC(c1ccco1)N1CCN(c2ccc(F)cc2)CC1)c1ccco1 (configuration not stated)	-4	-0.1	-0.1	1.6	-0.3	1	0.3	1	-0.5	-13	0.4
CC(=NCCCn1ccnc1)c1c(C)[nH]n(-c2ccc([N+](=O)[O-])cc2)c1=O	-2	2.4	-0.4	-2.1	-0.9	-2	-1.6	1	0.7	11	-0.8
O=C1NC(c2cccc3ccccc23)Nc2ccccc21 (configuration not stated)	-57	-3.2	-1.9	-0.4	-0.1	-3	0.6	-1	1.0	-215	1.2
CC1(C)CC(=O)C(C=NCCN2CCN(C(=S)Nc3cccc(Cl)c3)CC2)=C(O)C1	-2	-2.2	-0.1	0.2	-1.2	-2	-0.6	0	-1.5	0	-0.9
CCCC(=O)NC(=S)c1c(C)n(C)n(-c2ccccc2)c1=O	7	-1.7	-0.2	-1.3	0.4	-2	0.6	-4	5.8*	15	1.5
Cc1cccc(C)c1-n1nnnc1C(C1CC1)N1CCN(C/C=C/c2ccccc2)CC1 (configuration not stated)	-1	0.7	nt	3.2	-1.7	-7	-0.4	-2	-1.8	-6	nt

Profiles, quoted from the list. Order of screens: ADAM17 inh | hgDAF12 agonist | DAX1 inh-1 | PG9 binder | ssDAF-12 act | NPR1 activator | DAX1 inh-2 | SMARCA2 activ | hcDAF-12 act | ADAM10 inh | GAA850 FXN act
Entry for CCCC(=O)NC(=S)c1c(C)n(C)n(-c2ccccc2)c1=O : 7 | -1.7 | -0.2 | -1.3 | 0.4 | -2 | 0.6 | -4 | 5.8* | 15 | 1.5
Entry for O=C1NC(c2cccc3ccccc23)Nc2ccccc21 (configuration not stated) : -57 | -3.2 | -1.9 | -0.4 | -0.1 | -3 | 0.6 | -1 | 1.0 | -215 | 1.2
Entry for Cc1cccc(C)c1-n1nnnc1C(C1CC1)N1CCN(C/C=C/c2ccccc2)CC1 (configuration not stated) : -1 | 0.7 | nt | 3.2 | -1.7 | -7 | -0.4 | -2 | -1.8 | -6 | nt
Entry for CC1(C)CC(=O)C(C=NCCN2CCN(C(=S)Nc3cccc(Cl)c3)CC2)=C(O)C1 : -2 | -2.2 | -0.1 | 0.2 | -1.2 | -2 | -0.6 | 0 | -1.5 | 0 | -0.9

Rows were taken by chance. Share with any hit: about 6.8%.
